Rad51 HR inh: blocks human Rad51 in homologous recombination | hRad51 DNA strand exchange, fluorescence dequenching | Q06609 | inhibition, % at 10 µM | 0.085% of 200,000 active;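 active means inhibition above 40% at the single screening dose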;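 further: 0% = DMSO control wells and 100% = blanks with heterologous ssDNA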
Target sequence (Q06609 whole entry, looked up): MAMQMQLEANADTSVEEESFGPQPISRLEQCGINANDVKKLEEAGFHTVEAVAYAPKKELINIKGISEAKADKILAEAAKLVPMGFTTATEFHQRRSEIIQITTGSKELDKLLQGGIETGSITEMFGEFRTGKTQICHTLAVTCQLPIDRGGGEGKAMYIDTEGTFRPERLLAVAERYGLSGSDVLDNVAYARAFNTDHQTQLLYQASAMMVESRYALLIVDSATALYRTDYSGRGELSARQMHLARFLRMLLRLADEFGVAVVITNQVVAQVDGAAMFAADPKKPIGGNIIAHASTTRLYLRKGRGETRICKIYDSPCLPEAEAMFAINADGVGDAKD
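material = hRad51 filaments on single-stranded DNA | reagent = Donor/quencher-labelled 47-bp dsDNA substrate | compound = 10 µM final, single point | schedule = strand-exchange reaction 15 min at room temperature | measured by = fluorescein emission 520 nm, excitation 485 nm | read-out basis = % inhibition versus plate control and blank means | benchmarks = plate controls and plate blanks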
KCC2 mod: KCC2 (human) Cl- transport modulation. Q9H2X9. KCC2 cells, thallium flux FluoZin-2 fluorescence. B-score of Tl+ flux slope (higher = more flux/activation; lower = inhibition) at 10 µM. 2.2% of 190,000 active;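 active means thallium flux slope and its plate-corrected score both differing from the plate sample mean at a set confidence after two filtering rounds, in either direction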;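 further: slope of fluorescence scaled to starting intensity during 10 to 20 s after thallium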
NCF1 inh: p47phox (human) inhibition | 0.53% of 220,000 active | P14598 | inhibition, % at 24.7 µM | p47phox/p22phox peptide binding, fluorescence polarization, 2 h | AID 1274;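 further: 0% = p47phox with labelled peptide and 100% = labelled peptide alone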
EBV gp42 inh: EBV gp42 inhibition. Fluorescence polarization binding assay, mP read-out. inhibition, % (tested at 21.74 µM). AID 1085. Q1HVG2. 0.42% of 220,000 active; in the data active means inhibition above about 50%
Target sequence (Q1HVG2 whole entry, looked up): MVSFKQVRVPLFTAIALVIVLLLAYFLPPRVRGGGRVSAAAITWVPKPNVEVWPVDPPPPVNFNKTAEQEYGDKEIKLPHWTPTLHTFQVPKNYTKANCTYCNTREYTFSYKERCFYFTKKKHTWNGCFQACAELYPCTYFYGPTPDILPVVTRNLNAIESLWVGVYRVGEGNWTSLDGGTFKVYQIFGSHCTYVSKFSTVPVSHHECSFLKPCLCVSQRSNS
Thrombin inh: inhibitors of human thrombin | P00734 | alpha-thrombin, Boc-VPR-AMC fluorogenic substrate cleavage | inhibition, % at 5 µM | 0.26% of 220,000 active | AID 1046;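 active means inhibition at or above 40%; inactive means inhibition below 40%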;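 further: 0% = enzyme with no compound and 100% = wells without enzyme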
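Material: human alpha-thrombin protein. Incubation: reaction at ambient temperature. Technique: fluorescence of released AMC, ex 355 nm, em 460 nm. Control set: no-compound enzyme wells and no-enzyme blanks. Also added: Boc-VPR-AMC substrate, 15 µM final. Buffer or medium: pH 7.5 Tris (50 mM) with NaCl 150 mM, Tween 20 0.05%.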
eIF4E-4G inh: inhibitors of eIF4E and eIF4G interaction in translation initiation; P63073+Q04637; TR-FRET eIF4E-eIF4GI(517-606) binding, 2 h; inhibition, % at 21.7 µM; 0.37% of 220,000 active;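 further: 0% = full FRET control wells and 100% = background wells lacking eIF4GI fragment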
Furin inh: blocks human furin protease activity; P09958; purified furin, fluorogenic substrate cleavage; inhibition, % at 30 µM; 0.061% of 220,000 active; in the data active means inhibition above about 25%; further: inactives centre near -15
14-3-3 Bad inh: disrupts binding of bovine 14-3-3 zeta to phospho-Bad peptide; P63103; TR-FRET 14-3-3zeta/Dy647-pBad peptide displacement, 1 h; inhibition, % at 21.7 µM; 0.71% of 220,000 active;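 active means inhibition above about 70%, limit read from the data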;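 further: 0% = full 14-3-3 plus peptide FRET controls and 100% = background without 14-3-3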
Target sequence (P63103 whole entry, looked up): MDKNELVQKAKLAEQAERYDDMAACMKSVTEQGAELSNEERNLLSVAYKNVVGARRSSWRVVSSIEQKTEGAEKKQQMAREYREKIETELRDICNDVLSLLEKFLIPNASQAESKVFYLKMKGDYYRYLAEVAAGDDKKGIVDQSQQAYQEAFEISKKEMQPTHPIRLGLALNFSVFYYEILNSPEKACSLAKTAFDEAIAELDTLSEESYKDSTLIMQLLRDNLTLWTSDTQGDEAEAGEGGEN
hK5 inh: kallikrein 5 (human) inhibition | recombinant hK5, fluorogenic AMC substrate cleavage | AID 873 | 0.59% of 210,000 active | Q9Y337 | inhibition, % at 5 µM;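 active means inhibition of 40% or more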;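 further: 0% = enzyme controls without compound and 100% = no-enzyme blanks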
Target sequence (Q9Y337 67-293 limits assumed): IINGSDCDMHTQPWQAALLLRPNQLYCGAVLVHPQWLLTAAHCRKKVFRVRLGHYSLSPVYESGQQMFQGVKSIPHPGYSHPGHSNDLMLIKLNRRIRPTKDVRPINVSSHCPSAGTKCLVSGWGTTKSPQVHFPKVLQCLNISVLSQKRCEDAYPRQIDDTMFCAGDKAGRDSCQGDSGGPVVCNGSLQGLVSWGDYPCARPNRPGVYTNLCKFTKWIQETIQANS
An asterisk follows results filed as active; · = not tested or not shown; [ ] = dose if it differs, or a comment.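 How the source made its calls, unless noted: active means inhibition above about 30% (limit read from the data); inactive means the rest.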

SMILES	Rad51 HR inh	KCC2 mod	NCF1 inh	EBV gp42 inh	Thrombin inh	eIF4E-4G inh	Furin inh	14-3-3 Bad inh	hK5 inh
CC1CCCCN1CCNC(=O)Cn1nc(-c2ccccc2)ccc1=O (stereo unspecified)	4	-0.019	-9	-20	1	-9	-6	10	0
O=C(NC(=S)NNC(=O)c1cccs1)c1ccc(Br)o1	-4	15*	-9	-17	-17	-1	-16[20 µM]	8	-18
COc1ccc(NC(=O)CN2CCCCC2)cc1	-3	·	-5	4	-1	8	-7[20 µM]	28	-24
CNS(=O)(=O)c1ccc(NC(=S)Nc2ccc3c(c2)OCO3)cc1	7	-0.047	-22	-10	-5	0	-16	-17	-42
Cc1ccc(N2CC(O)=C(c3nc4ccccc4c(=O)[nH]3)C2=N)cc1C	-34	0.27	-9	-20	-3	-2	-21	-5	-3
CCOc1cc(NC(=O)c2cnccn2)c(OCC)cc1NC(=O)c1cccc(F)c1	-19	-0.052	-8	-27	-11	2	-17	31	-3
CN1CCN(CC(=O)Nc2cccc([N+](=O)[O-])c2)CC1	·	0.7	·	-8	-3	0	-30	7	5
CCSc1nc2c(c(=O)[nH]1)C(c1ccccn1)C1=C(CC(C)(C)CC1=O)N2 (stereo unspecified)	-5	·	-11	-1	-7	2	-25	-3	-53
C/C(=N\Nc1ccc([N+](=O)[O-])cc1[N+](=O)[O-])C(C)C(C)C (stereo unspecified)	·	·	-10	0	2	3	-1	-5	13
COc1ccc(C(O)c2nc3ccccc3n2C(C)C)cc1 (stereo unspecified)	-62	0.75	-19	-17	3	-7	-24	6	5
CCC(=O)N1CCc2cc(S(=O)(=O)N(CC)c3cccc(C)c3)ccc21	·	0.32	-12	-11	4	-1	-21[20 µM]	0[fluorescence artefact?]	2
O=C(O)CC(NCc1ccco1)C(=O)OCCCl (stereo unspecified)	-1	-0.33	-1	-17	-3	6	-11	0	9

Some of the entries so far, as labelled records:
Molecule: Cc1ccc(N2CC(O)=C(c3nc4ccccc4c(=O)[nH]3)C2=N)cc1C
  Rad51 HR inh: -34 | KCC2 mod: 0.27 | NCF1 inh: -9 | EBV gp42 inh: -20 | Thrombin inh: -3 | eIF4E-4G inh: -2 | Furin inh: -21 | 14-3-3 Bad inh: -5 | hK5 inh: -3

Molecule: C/C(=N\Nc1ccc([N+](=O)[O-])cc1[N+](=O)[O-])C(C)C(C)C (stereo unspecified)
  Rad51 HR inh: · | KCC2 mod: · | NCF1 inh: -10 | EBV gp42 inh: 0 | Thrombin inh: 2 | eIF4E-4G inh: 3 | Furin inh: -1 | 14-3-3 Bad inh: -5 | hK5 inh: 13

Molecule: O=C(NC(=S)NNC(=O)c1cccs1)c1ccc(Br)o1
  Rad51 HR inh: -4 | KCC2 mod: 15* | NCF1 inh: -9 | EBV gp42 inh: -17 | Thrombin inh: -17 | eIF4E-4G inh: -1 | Furin inh: -16[20 µM] | 14-3-3 Bad inh: 8 | hK5 inh: -18

Molecule: CCC(=O)N1CCc2cc(S(=O)(=O)N(CC)c3cccc(C)c3)ccc21
  Rad51 HR inh: · | KCC2 mod: 0.32 | NCF1 inh: -12 | EBV gp42 inh: -11 | Thrombin inh: 4 | eIF4E-4G inh: -1 | Furin inh: -21[20 µM] | 14-3-3 Bad inh: 0[fluorescence artefact?] | hK5 inh: 2

(next part)
SMILES	Rad51 HR inh	KCC2 mod	NCF1 inh	EBV gp42 inh	Thrombin inh	eIF4E-4G inh	Furin inh	14-3-3 Bad inh	hK5 inh
CCNc1nc(NCC)nc(N(n2cnnc2)S(=O)(=O)c2ccc(C)cc2)n1	-3	-0.95	2	-13	-3	7	-12	9[fluorescence artefact?]	-15
O=C(Nc1ccc(F)cc1)c1cc(Cl)sc1Cl	-7	-0.46	-5	-125	16	3	2	7	33
COc1ccc(-c2nnnn2CCc2ccccc2)cc1	3	0.048	-2	-14	0	0	-10[20 µM]	12	-4
OC(COc1ccc2cc(Br)ccc2c1)CN1CCOCC1 (stereo unspecified)	1	0.22	-2	-16	-1	0	-20[20 µM]	-2	-9
CCn1c(=O)n(CC)c2cc(S(=O)(=O)Nc3cc(C)cc(C)c3C#N)ccc21	-4	·	10	-11	-8	-4	-4[20 µM]	30	-5
COc1ccc(C2=NN(CCC(=O)NCc3cccs3)C(=O)CC2)cc1	2	-0.69	6	-7	1	-3	-1	-4	5
C[C@@H]1CC=C[C@H]2[C@H]1C(=O)N(Cc1ccccc1)[C@H]2c1ccc(F)c(-c2ccc(N(C)C)cc2)c1	-2	0.041	-60	-19	-5	-1	-18	0	0
Cc1ccccc1-c1nc(CN(C)C(C)c2ccon2)c(C)o1 (stereo unspecified)	19	-0.6	-2	1	-2	-1	-1	-11	-3
CC(C)CCn1c(O)c(N=NC(=O)Cn2ccc(C(F)(F)F)n2)c2ccccc21	1	1.1	-2	-15	-2	2	-12	-6[fluorescence artefact?]	-20
CCCn1c(N2CCN(CC(=O)NCc3cccs3)CC2)nc2ccccc21	6	-2.4	-5	-4	4	-1	-23[20 µM]	50	-3
Cn1nc([N+](=O)[O-])nc1Sc1ccc(C(C)(C)C)cc1	·	-0.16	-2	-9	-15	2	-4[20 µM]	0	-11
CCNc1nc(NCC)nc(Oc2ccc(OCc3ccccc3)nn2)n1	·	-0.5	-4	-15	0	-2	-27	0	3
Cc1ccc(Nc2nc(N)nc(CSC(=S)N3CCOCC3)n2)c(C)c1	·	-0.94	-8	-18	-10	6[fluorescence artefact?]	-16	-5	-30
CCOc1ccc(/C(C)=N/N2C(=O)C(CC(=O)Nc3ccc(OC)cc3[N+](=O)[O-])SC2=Nc2cccc(C)c2C)cc1 (stereo unspecified)	·	0.9	-15	-2	-2	1	-22	1[fluorescence artefact?]	-9
COc1cccc(=O)c2c(C)n(-c3cc(C)cc(C)c3)c(C)c12	-12	-1.2	-3	8	-1	2[fluorescence artefact?]	-25	-12	-2
O/N=C1\CCCCc2ccccc21	-5	-0.12	-9	-13	-5	-3	-27	2	-11
CN1CC2(C)OC(=O)C(Cl)=C2CC1c1ccccc1 (stereo unspecified)	18	-0.63	-2	-11	-6	-1	-25	9[fluorescence artefact?]	-12
COc1ccc(CCc2nnc(CCC(=O)N(C)Cc3ccncc3C)o2)cc1	-1	-1.2	2	1	-13	-3	-21	-8	-2
CC(=O)c1cccc(NC(=O)CN(c2ccc(F)cc2)S(C)(=O)=O)c1	-3	0.71	-7	-9	2	9	-25	3	-9
COc1ccc(Br)cc1C(=O)Nc1cccc(NC(=O)c2ccco2)c1	-3	-1.5	-16	-8	-13	4	-30	10	-2
Cc1ccc2c(c1)CCCN2C(=O)c1cc2ccccc2oc1=O	0	-0.6	-4	-7	5	-2	-19[20 µM]	-7	2
COc1ccc(/C=C/C(=O)C23CC4CC(CC(C4)C2)C3)cc1CN1CCOCC1	10	0.63	6	7	0	-2	-11	-20	-7
Cc1ccc(-c2nc3s/c(=C\c4ccco4)c(=O)n3n2)cc1	1	-0.0066	-20	-32	-8	0	-22	-4	-1
O=C(Nc1ccccc1)N(Cc1ccc2c(c1)OCO2)Cc1nc2ccccc2c(=O)[nH]1	6	·	-8	-7	-5	-6	-24	-4[fluorescence artefact?]	-16
O=C(Nc1ccccc1)OCc1cnc(Cl)s1	13	-0.97	-6	13	-3	0	-13	-8	-8
CC1CC(C)CN(c2oc(Cc3ccccc3)nc2C#N)C1 (stereo unspecified)	1	-2.5	-20	-7	0	1	-6	3	-7
C=CCn1c(Cn2nnc3ccccc32)nnc1SCC(=O)N/N=C/c1cc(Br)cc(OC)c1O	-11	-0.022	-200	-11	-6	-11	2[20 µM]	2	-21
O=c1[nH]c(SCC2CCCCO2)nc2ccccc12 (stereo unspecified)	-5	0.57	2	4	-8	0	-17	-6	-8
COc1ccc(OC)c(NC(=O)CN2C(=O)C3(OCCCO3)c3ccccc32)c1	·	-0.14	-8	-6	-5	-3	-17	4	-7
O=C(NCC1CCCO1)c1cc(-c2ccccc2)nc2ccccc12 (stereo unspecified)	19	0.12	4	-3	4	-2	4	-2	-3
CC(=O)Nc1ccccc1C(=O)N1CCN(c2cccc(C)c2C)CC1	5	0.41	2	-12	-5	3	-30	-7	-3
NC(=O)c1c(NC(=O)C2CCCO2)sc2c1CCCC2 (stereo unspecified)	-7	1.6	-15	-23	-7	-1[fluorescence artefact?]	-17	13[fluorescence artefact?]	-2
COc1ccc(C2=NOC(C(=O)NCCCN3CCOCC3)C2)cc1 (stereo unspecified)	7	0.032	-5	-4	0	-2[fluorescence artefact?]	-25[20 µM]	-13[fluorescence artefact?]	-12
CS(=O)(=O)N(CC(=O)NCCSCc1ccccc1)c1ccccc1	0	-2.7	4	-2	-10	-1	-21	-9	-4
CCOc1ccc(-c2nnn(CC(=O)NCc3ccco3)n2)cc1OCC	5	0.02	-9	-10	0	4[fluorescence artefact?]	-16[20 µM]	-7	-9
COC(=O)c1nc(NC(C)=O)n[nH]1	6	·	-3	1	25	3[fluorescence artefact?]	-6	-5	5
NCCCC[C@@H](C(=O)N1CCNCC1)n1cc(CCC(=O)O)nn1	7	0.91	-2	-6	1	0	-20	9	0
Cc1cccc(OCC(=O)NCC(=O)N/N=C/c2ccc([N+](=O)[O-])cc2)c1	13	-0.016	-3	-2	-8	-2	-5	-10	0
O=c1[nH]nc(-c2cccs2)c2ccccc12	-3	0.61	-4	-2	1	1	-23	-15	2
COc1cc(OC)cc(C(=O)Oc2ccc(/C=N/Nc3nc4ccccc4s3)cc2OC)c1	-3	1.2	-11	11	-3	-4	-9	-17	-8
CCOC(=O)C1=C(C)NC2=C(C(=O)CC(c3cccs3)C2)C1c1cccs1 (stereo unspecified)	-3	-1.5	-11	11	-3	-2	-11[20 µM]	-4[fluorescence artefact?]	-31
CCOC(=O)c1c(NC(=O)C2CC2)sc(C)c1CC	-15	-0.0075	-20	-8	-7	12	-7	-18[fluorescence artefact?]	-15
C=C(Br)Cn1c(CCCC)nc2ccccc21	-5	-0.046	-10	-11	7	5	-13[20 µM]	3	0
CCc1ccc(NC(=O)C2CC(=O)N(C(C)C)C2)cc1 (stereo unspecified)	5	1.6	-12	-27	2	-6	4[20 µM]	14	2
COc1ccc(-c2[nH]ncc2/C=N/NC(=O)c2ccc(Br)cc2)c(OC)c1	6	0.021	-33	-8	-9	-3	-24	6	-7
COP(C)(=O)c1c(C)nn(-c2ccccc2)c1C (stereo unspecified)	-4	·	-7	-18	-6	-4	-2[20 µM]	-15[fluorescence artefact?]	-22
Cc1ccc(NC(=O)NC2CCN(S(=O)(=O)c3ccc(F)cc3)CC2)cc1	5	0.29	-12	-24	4	-3	-17[20 µM]	5	-9
Cn1c(=O)cc(NCCc2ccccc2)[nH]c1=O	-7	1.4	-5	4	-6	-3	-17[20 µM]	-3[fluorescence artefact?]	-7
N#Cc1ccc(NCCc2ccccn2)c([N+](=O)[O-])c1	12	·	4	-16	-7	1	-9	-6	-4
COc1ccc(/C=N/NC(=O)c2cc(C)on2)c2ccccc12	-4	-0.61	-14	-9	3	-3	-13[20 µM]	1	-9
COC(=O)Cn1c2ccccc2c2nc(C)sc21	2	·	-11	-12	3	-13	-28[20 µM]	-15	0
CCCCN(CCCC)CCCNC(=O)C12CN(Cc3ccccc3)CC1C(c1cccc([N+](=O)[O-])c1)=NO2 (stereo unspecified)	-6	0.62	-2	-11	0	5	-8[20 µM]	33	-18
O=C(NC1c2ccccc2-c2ccccc21)c1ccco1	·	-0.48	-11	-16	5	-5	-19	-3	3
CC(=O)c1c(C(C)=O)c(C)n(-c2nc(-c3ccccc3)c(C)s2)c1C	7	-0.62	-8	0	-7	3	-23[20 µM]	-2	-11
CCC(NC(=O)NCc1cccnc1)(C(F)(F)F)C(F)(F)F	6	0.2	-11	-1	-3	5[fluorescence artefact?]	-3[20 µM]	-2[fluorescence artefact?]	-5
Cc1ccc(Cn2ccc(NC(=O)c3cc(C)on3)n2)cc1	3	0.49	-7	-8	1	0	1[20 µM]	-13	8

Screening results deposited in PubChem BioAssay by several laboratories.
